Source: PubChem BioAssay
Growth percent in the NCI-60 one-dose screen (48 h, 10 µM unless noted): 100 = growth as untreated, 0 = no growth, -100 = all killed.
HCT-15 – HCT-15 colon cancer; actives 5.2% (n = 82,000)
HCT-116 – HCT-116 colon cancer. actives 7.3% (n = 82,000)
SW-620 – SW-620 colon cancer; actives 5.2% (n = 82,000); AID 1794795
SNB-75 – SNB-75 CNS cancer. actives 5% (n = 79,000). AID 1794750
HT29 – HT29 colon cancer. actives 7.4% (n = 81,000)
HCC-2998 – HCC-2998 colon cancer | actives 4.7% (n = 79,000) | AID 1794799
COLO 205 – COLO 205 colon cancer; actives 7.3% (n = 79,000)
KM12 – KM12 colon cancer cells | actives 5% (n = 82,000) | AID 1794800
SNB-19 – SNB-19 CNS cancer cells; actives 2.5% (n = 81,000)
The depositor's hits bear a star; · = no result given. Rule for the calls: active = growth percent below 10; inactive = the rest.

SMILES	HCT-15	HCT-116	SW-620	SNB-75	HT29	HCC-2998	COLO 205	KM12	SNB-19
CC1=C[C@@H](/C=C(\C)CCCc2ccoc2)[C@]2(OC(=O)C(C)=C2O)[C@@H]2[C@@H](C)CC[C@@H]12	99	105	100	97	107	110	111	106	101
CC1(C)CC(=O)C=C(NCCCCCCCCNC2=CC(=O)CC(C)(C)C2)C1	103	107	112	75	102	103	111	103	113
Cc1c(-c2ccccc2Br)nc2ccccc2c1C(=O)O	101	105	103	112	115	114	121	100	114
COc1ccc(/C=C(/C(=O)c2ccccc2)c2ccccc2)cc1	99	87	87	67	84	94	113	86	84
O=C1CSC(=S)N1Cc1cccnc1	58	42	17	83	·	126	54	8.0*	110
c1cc[n+](Cc2ccc3ccccc3n2)cc1	99	92	93	·	96	94	87	81	102
CC(C)(CO)CN1CCOCC1	96	98	110	74	100	105	111	113	109
O=S(=O)(c1cccc2ccccc12)N1CCN(c2nccc(-c3c(-c4cccc(F)c4)nc4sccn34)n2)CC1	81	65	82	45	73	95	93	92	94
CCOC(=O)Nc1ccccc1C	107	105	105	103	115	85	111	103	106
Cn1cc(-c2ccc(-c3cn(C)c4ncccc34)s2)c2cccnc21	97	83	100	114	92	98	98	94	98
CCOC(=O)c1c2c(cn1Cc1ccc(OC)c(N)c1)-c1oncc1CC2	37	73	77	74	108	92	113	74	77
COc1ccc(-c2cc(C(=O)N3N=C(c4ccc(N)cc4)CC3c3ccc(Cl)cc3)c3cc(OC)ccc3n2)cc1 (centres undefined)	22	1.8*	35	87	45	83	96	52	93
c1ccc2c(c1)nc(CN1CCOCC1)n1cc(N3CCCC3)nc21	97	93	100	90	111	100	103	99	102
CN(C)CCNc1ncc(F)c(-c2cnc3cc(Cl)ccn23)n1	102	89	86	88	104	90	84	95	90
COC(=O)C1C(C)=Nc2c(N)ncnc2NC1c1ccc(Cl)cc1 (centres undefined)	103	99	105	73	92	115	111	92	95
COc1ccc(-c2cn(-c3ccc(Cl)cc3)c(SCC(=O)c3ccccc3)n2)cc1	84	74	82	66	82	101	98	97	77
O=C1/C(=N/O)CCCc2ccccc21	101	99	102	96	97	100	106	104	107
COC(=O)c1cc(C(=O)C(C)Br)n2c1ccc1c3ccccc3ccc12 (centres undefined)	61	77	67	99	85	108	104	96	83
O=C(O)CCCN1C(=O)CSC1=S	94	102	114	86	108	104	120	101	102
O=C(CNc1ccccc1)N1CCN(c2ncnc3c2cnn3-c2ccccc2)CC1	73	68	90	72	83	105	99	64	85
O=C1Nc2ccccc2/C1=N/N1C(=O)CN(c2ccc(F)cc2)C1=O	100	103	92	78	99	106	104	103	94
O=C1/C(=C\c2ccc3ccccc3c2)Sc2ccc(Cl)cc21	104	93	97	100	102	127	111	102	109
Cc1nn(-c2ccccc2)c(-n2ccnc2)c1/C=N/NC(N)=S	96	95	99	60	100	106	105	92	98
COc1cc(-c2cc(=O)c3c(C)cc(O)cc3o2)cc(OC)c1OC	73	91	91	76	97	92	117	88	74
COc1cc(CNS(=O)(=O)c2ccc(C)cc2)ccc1OCc1cn(-c2cccc([N+](=O)[O-])c2)nn1	99	103	96	57	103	102	106	101	91
COC(=O)c1nc(N)nc(C(=O)OC)c1C(=O)c1ccc(Cl)cc1	98	104	103	94	118	115	104	107	97
Cc1ccc(S(=O)(=O)n2cc(C3C(Cl)C(=O)N3c3ccc(N4CCOCC4=O)cc3)c3ccccc32)cc1 (centres undefined)	28	16	26	31	57	87	108	86	71
CN(C)Cc1cc(Cl)cc(CN(C)C)c1O	107	95	104	88	109	102	130	106	114
O=C(N/N=C\c1ccc(O)c(S(=O)(=O)O)c1)N/N=C/c1ccc(O)c(S(=O)(=O)O)c1	111	88	101	101	93	108	111	102	100
CCN1C(=O)C=CC1=O	104	101	111	101	100	104	·	111	100

Entries from the list above that have two or more sulfur atoms, in the order listed:
SMILES	HCT-15	HCT-116	SW-620	SNB-75	HT29	HCC-2998	COLO 205	KM12	SNB-19
O=C1CSC(=S)N1Cc1cccnc1	58	42	17	83	·	126	54	8.0*	110
O=S(=O)(c1cccc2ccccc12)N1CCN(c2nccc(-c3c(-c4cccc(F)c4)nc4sccn34)n2)CC1	81	65	82	45	73	95	93	92	94
O=C(O)CCCN1C(=O)CSC1=S	94	102	114	86	108	104	120	101	102
O=C(N/N=C\c1ccc(O)c(S(=O)(=O)O)c1)N/N=C/c1ccc(O)c(S(=O)(=O)O)c1	111	88	101	101	93	108	111	102	100

The list continues.
SMILES	HCT-15	HCT-116	SW-620	SNB-75	HT29	HCC-2998	COLO 205	KM12	SNB-19
CCN(CC)CCNc1ccc(C)c2sc3cc(C)ccc3c(=O)c12	21	23	44	67	1.2*	66	·	60	58
O=C1S/C(=C\c2ccc(F)cc2)C(=O)N1Cc1cc2ccccc2nc1Cl	109	114	117	103	114	113	126	111	102
O=C1CCCc2cc(OCCCCNC3CCCCC3)ccc2N1	104	109	115	106	118	116	121	112	98
COc1nccc2c(Nc3ccc(S(=O)(=O)Nc4cnc5ccccc5n4)cc3)nc(N)nc12	99	93	92	85	112	93	86	97	91
COC(=O)[C@@H](Cc1c[nH]c2ccccc12)NC(=O)[C@@H](C)NCc1ccc2[nH]ccc2c1	99	95	97	88	97	103	·	102	90
CC(C)(C)NC(=O)C1CSC2(C(=O)Nc3ccccc32)N1C(=O)C1CCCCC1 (centres undefined)	108	100	98	85	98	109	101	102	98
CCN1C(=O)N(CC)C2NNC(Sc3c(C(=O)O)c4ccccc4n(CC(C)C)c3=O)=NC21 (centres undefined)	7.0*	9.9*	31	34	-8.6*	19	-21*	21	17
COc1cc(CSC(=N)N)cc(OC)c1	103	95	103	92	84	101	102	102	104
FC(F)(F)c1ccc(-c2nc3ccccn3c2NCCN2CCOCC2)cc1	98	93	92	78	92	109	·	94	98
Nc1nc(C=O)c(CCCCc2ccccc2)c(=O)[nH]1	112	89	100	107	102	105	111	99	106
CCCCCCCCCCCC1=NC(C)(C)CN1CC(C)O (centres undefined)	6.2*	23	52	62	-48*	-61*	-97*	34	97
COc1ccc(C/C(N)=N\O)cc1	91	102	108	71	102	109	108	104	103
Nc1nnc(-c2nonc2N)o1	108	110	108	89	105	106	122	107	101
CCCSc1nc2c(c(=O)n(C)c(=O)n2C)n1C	118	101	104	·	115	79	·	108	128
COc1ccc(CC(=O)c2ccc(O)cc2O)cc1	131	97	111	111	112	107	207	122	121
COc1ccc(C(Cc2ccccc2)NC(C)CO)cc1 (centres undefined)	99	72	102	92	85	98	95	102	101
N#CCCC1(CCC#N)c2ccccc2-c2ccccc21	107	89	106	87	96	101	114	106	113
O=C(C[n+]1cc2ccccc2c2ccccc21)C(F)(F)F	109	107	98	140	118	120	111	99	99
CC1CN(c2oc(-c3ccccc3)nc2C#N)CC(C)O1 (centres undefined)	103	104	104	·	106	110	116	103	100
CC(C)(C)CC(C)(C)[N+](=O)[O-]	88	95	98	78	106	95	100	108	100
c1ccc2c(-c3c4ccsc4cc4[nH]c5ccccc5c34)c[nH]c2c1	25	17	25	20	8.9*	66	58	15	49
CC(=O)N(Cc1ccccc1)C(CC(=O)NCc1ccccc1)C(=O)O (centres undefined)	93	98	109	80	97	·	99	112	99
CCOC(=O)c1nnc(SC)nc1SC	102	106	110	120	114	109	117	103	95
COc1ccc(Cl)cc1/C=C/C=N/NC(=O)c1ccncc1	94	99	108	105	102	116	122	108	95
O=c1oc2ccc(Br)cc2cc1C1=CNc2ccccc2N=C1	69	95	98	·	74	96	125	103	95
COc1ccc2cc(C(=O)/C=C/N3CCOCC3)ccc2c1	84	76	87	74	73	91	94	102	96
OCCN1CCCCC1	98	99	104	86	108	111	111	108	104
CCCCCCCCCC(=O)NO	90	101	94	86	100	109	117	97	103
CC[C@]12CC(C(=O)OC)=C3Nc4ccccc4[C@@]34CCN(C14)[C@@H]1c3cc4c(cc3O[C@@H]1[C@H]2O)NC1=C(C(=O)OC)C[C@@]2(CC)C3N(CC[C@@]143)C[C@H]1O[C@H]12 (some centres undefined)	3.6*	2.4*	24	-5.0*	12	-41*	-1.3*	13	14
COc1cc(/C=C2\CCCC3=C2N=C2SC(C)=CN2C3c2cc(OC)c(OC)c(OC)c2)cc(OC)c1OC (centres undefined)	-65*	-86*	-0.2*	59	-49*	-88*	-71*	-80*	53
O=C(/C=C/C=C/c1csc(Br)n1)NO	94	96	103	76	94	107	110	93	94
CC(=O)N1N=C(c2ccc(C)cc2)CC1c1ccc(C)s1 (centres undefined)	94	90	108	100	·	93	115	106	92
COc1ccc(Cn2nc(-c3ccccc3)c3c2CCc2cnoc2-3)cc1OC	91	77	101	75	96	91	92	85	92
O=C1CC(=O)N(C(=O)c2nn(-c3ccc(Cl)cc3)cc2O)N1	37	22	60	41	28	47	-13*	47	48
COc1cc2c(c(OC)c1OC)C(=O)CC(c1cccc(NC(=O)c3cc([N+](=O)[O-])ccc3C)c1)O2 (centres undefined)	17	38	74	58	57	79	63	48	57
Cc1ccccc1-[n+]1noc(N)n1	·	85	116	66	95	131	108	92	82
O=C(O)c1ccc(I)cc1C(=O)O	111	97	102	110	97	102	114	103	102
CNc1ccccc1[N+](=O)[O-]	121	98	110	94	108	111	98	111	106
CC[C@H](CC[C@@H](C)[C@H]1CC[C@H]2[C@@H]3/C(=C/c4cccnc4)C(=O)C4=CC(=O)CC[C@]4(C)[C@H]3CC[C@]12C)C(C)C	79	62	94	110	81	99	113	97	89
C/C(=N\O)[C@@H]1CC[C@]2(C(N)=O)CC[C@]3(C)[C@H](CC[C@@H]4[C@@]5(C)CC/C(=N/O)C(C)(C)[C@@H]5CC[C@]43C)[C@@H]12	78	72	96	69	85	101	90	92	97
CC1CCCC(C)N1CCOc1cc([N+](=O)[O-])ccc1C#N (centres undefined)	103	109	108	101	91	90	105	98	100
CSc1nnc(-c2cnn3c2NC(c2ccccc2)C3)n1-c1ccccc1F (centres undefined)	94	97	92	79	93	102	108	90	87
O=C1C=CC(=O)N1c1ccccn1	98	97	101	89	115	·	112	107	97
C=CCOC(=O)C(O)C=C (centres undefined)	99	99	98	85	106	115	112	107	102
COc1ccc(-c2nn(-c3cccc(Cl)c3)cc2/C=C2\C(=N)N(c3ccccc3)N=C2N)cc1	45	51	32	82	57	0.0*	-23*	-25*	83

In another format: 4 of the compounds above.
> C/C(=N\O)[C@@H]1CC[C@]2(C(N)=O)CC[C@]3(C)[C@H](CC[C@@H]4[C@@]5(C)CC/C(=N/O)C(C)(C)[C@@H]5CC[C@]43C)[C@@H]12
  HCT-15 = 78	HCT-116 = 72	SW-620 = 96	SNB-75 = 69	HT29 = 85	HCC-2998 = 101	COLO 205 = 90	KM12 = 92	SNB-19 = 97
> CC1CCCC(C)N1CCOc1cc([N+](=O)[O-])ccc1C#N (centres undefined)
  HCT-15 = 103	HCT-116 = 109	SW-620 = 108	SNB-75 = 101	HT29 = 91	HCC-2998 = 90	COLO 205 = 105	KM12 = 98	SNB-19 = 100
> CSc1nnc(-c2cnn3c2NC(c2ccccc2)C3)n1-c1ccccc1F (centres undefined)
  HCT-15 = 94	HCT-116 = 97	SW-620 = 92	SNB-75 = 79	HT29 = 93	HCC-2998 = 102	COLO 205 = 108	KM12 = 90	SNB-19 = 87
> O=C1C=CC(=O)N1c1ccccn1
  HCT-15 = 98	HCT-116 = 97	SW-620 = 101	SNB-75 = 89	HT29 = 115	HCC-2998 = ·	COLO 205 = 112	KM12 = 107	SNB-19 = 97

Further records follow.
SMILES	HCT-15	HCT-116	SW-620	SNB-75	HT29	HCC-2998	COLO 205	KM12	SNB-19
CN/C=C/C(=O)c1nnn(-c2ccc(Cl)cc2)c1C	95	100	100	90	104	97	108	100	95
CC/C=C\C[C@H](O)C/C=C1/C(=O)C=C[C@@H]1C/C=C\CCCC(=O)OC(C)C	-34*	-70*	0.6*	46	-50*	-88*	-74*	-62*	9.8*
Cc1ccc(NC(=O)CSc2nc3ccccc3c(=O)n2CCc2ccc(S(N)(=O)=O)cc2)cc1	97	74	97	51	91	82	120	96	65
CC(=O)OCCC[n+]1ccc(SCC(=O)n2ccc3ccccc32)c2ccccc21	98	103	97	118	108	112	104	91	96
CN(C)c1nc2c(=O)[nH]c(N)nc2n1[C@@H]1O[C@H](CO)[C@@H](O)[C@H]1O	103	113	107	90	97	101	113	107	101
O=[N+]([O-])c1cccc(C2Nc3nc4ccccc4nc3-c3c2sc2c(F)cccc32)c1 (centres undefined)	97	98	98	81	103	107	113	97	100
N#C/C(=C\c1ccc(-c2ccc(F)cc2)o1)c1nc(-c2ccco2)cs1	85	101	97	89	99	51	108	61	101
Fc1ccc2c(CN3CCO[C@H](COc4cccc(F)n4)C3)c[nH]c2c1	·	92	101	96	105	108	107	112	101
CCCCCC1CC1/C=C(\F)C(=O)OCC (centres undefined)	99	107	112	121	103	118	104	103	97
C=CCC(OC(C)=O)c1ccc(C(C)C)cc1 (centres undefined)	107	110	107	102	92	103	122	114	101
COc1ccc(NCc2ccc(CO)n2Cc2ccccc2)cc1	77	89	106	92	99	110	119	93	97
CC(C)(C)NC(=O)NCc1cccnc1	104	106	107	87	95	117	113	111	103
c1ccc2c3c(ccc2c1)C[C@H]1C[C@@H](c2ccoc2)N3O1	·	96	104	86	·	104	107	111	111
CSc1nc(N)cc(Cl)n1	106	87	106	94	96	101	113	102	107
NC(N)=N/N=C/c1ccccc1	93	93	104	89	100	98	100	103	93
CC(C)(C)N1Oc2cnccc2C1c1ccccc1 (centres undefined)	103	96	104	110	111	96	107	103	117
O=C1c2ccccc2C(=O)N1CBr	107	97	105	93	100	127	106	107	96
CC1=C(c2cc(-c3ccc(Cl)cc3)c(C#N)c(N)n2)C(c2ccccc2)NC(=S)N1 (centres undefined)	11	-19*	46	37	25	83	81	50	75

Random draw from the library; about 10% have a hit in one of these screens.
